hiPSC survival = enhancers of single-cell hiPSC survival, primary screen, ATPlite luminescence; 100% = ROCK inhibitor wells, 0% = DMSO; survival enhancement, % at 20 µM; 360,000 compounds, 0.044% hits; in the data active means survival enhancement above about 18%;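 further: cells exposed to compounds for 16 hours before the ATP read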
ABCB6 inh 2 = ABCB6 transporter inhibitors, primary screen, K562-ABCB6 cells, flow cytometry, MLPCN library | K562-ABCB6 porphyrin accumulation, 1 h; stronger effect = lower value | 360,000 compounds, 0.19% hits | AID 602162, 2011 | ATP-binding cassette sub-family B member 6 (Homo sapiens), Q9NP58 | fluorescence ratio to DMSO, % at 10 µM;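 active means fluorescence ratio to DMSO below 75%, the collection mean minus 3 SD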;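 further: signal is porphyrin accumulated inside mitochondria; 100% equals median channel fluorescence of DMSO control wells; lower ratio means ABCB6 inhibition with less porphyrin fluorescence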
Target sequence (Q9NP58 whole entry, looked up): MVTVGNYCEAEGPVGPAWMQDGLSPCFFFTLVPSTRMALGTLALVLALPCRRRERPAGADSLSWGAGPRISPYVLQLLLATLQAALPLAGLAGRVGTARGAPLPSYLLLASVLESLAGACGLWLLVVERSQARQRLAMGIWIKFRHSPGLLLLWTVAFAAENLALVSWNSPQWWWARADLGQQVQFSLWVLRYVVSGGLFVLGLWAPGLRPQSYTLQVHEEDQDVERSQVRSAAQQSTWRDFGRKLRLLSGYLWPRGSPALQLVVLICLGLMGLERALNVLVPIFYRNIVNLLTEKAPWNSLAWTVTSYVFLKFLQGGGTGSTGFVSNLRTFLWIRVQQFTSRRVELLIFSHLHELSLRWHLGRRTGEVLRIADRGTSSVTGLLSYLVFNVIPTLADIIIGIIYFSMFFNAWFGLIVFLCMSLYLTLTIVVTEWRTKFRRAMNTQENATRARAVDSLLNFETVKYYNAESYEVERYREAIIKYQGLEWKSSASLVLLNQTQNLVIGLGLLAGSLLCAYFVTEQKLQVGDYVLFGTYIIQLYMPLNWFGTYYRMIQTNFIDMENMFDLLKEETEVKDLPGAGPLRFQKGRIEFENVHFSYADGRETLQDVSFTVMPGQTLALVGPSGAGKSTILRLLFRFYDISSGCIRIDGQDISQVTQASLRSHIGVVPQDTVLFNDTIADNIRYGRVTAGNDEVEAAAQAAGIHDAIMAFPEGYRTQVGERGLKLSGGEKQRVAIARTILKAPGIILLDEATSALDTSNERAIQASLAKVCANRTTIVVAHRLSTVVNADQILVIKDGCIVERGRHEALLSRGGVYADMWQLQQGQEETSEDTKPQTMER
Exocytosis inh = LAMP-1 surface exposure blockers, TALL-104 cells – cell-based, flow cytometry, MLPCN library, primary screen. TALL-104 LAMP-1 surface exposure; cells stimulated with thapsigargin and PMA. inhibition, % at 10 µM. 360,000 compounds, 0.66% hits. AID 651702, 2012;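 active means inhibition above about 55%, limit read from the data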
aDG glyco up = activators of alpha-DG glycosylation, primary screen, uHTS, Pro5-aDG cells, AlphaScreen | 360,000 compounds, 0.22% hits | alpha-DG glycosylation AlphaScreen (IIH6); 0% Pro5, 100% B10-LARGE cell signal | AID 624168, 2012 | activation, % at 10 µM;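 active means activation of at least 8% versus controls, or a plate z-score of at least 8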;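 further: Pro5 are CHO cells carrying HIG-tagged alpha-DG that lacks glycosylation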
HTR2A ag = mouse Htr2a agonists via beta-arrestin recruitment, primary screen, cell-based, luminescence. 5-hydroxytryptamine receptor 2A (Mus musculus), P35363. CHO-K1 mHTR2A beta-arrestin complementation; percent of 30 µM serotonin response. activation, % at 7.6 µM. 360,000 compounds, 0.66% hits. AID 624169, 2012;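 active means activation above a run cutoff, the mean activation of all tested compounds plus 3 SD, cut at about 14% in these data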;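 further: 0% = plate median of compound wells and 100% = 30 µM serotonin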
PDI inh = inhibitors of human PDI, primary screen, biochemical, turbidity, single point, plate reader; AID 588391, 2011; 350,000 compounds, 0.052% hits; PDI insulin aggregation turbidity, A650, 90 min; inhibition, % at 10 µM; Protein disulfide-isomerase (Homo sapiens), P07237;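 active means mean inhibition across replicates of 30% or more, whatever share of single replicates reach that level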;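 further: absorbance from insulin aggregation driven by PDI reduction with DTT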
Cardio protect = cardioprotection against H2O2-induced cell death, primary screen, uHTS, H9c2 cells, ATPLite luminescence. H9c2 cardiomyocytes, H2O2 injury protection, 2 h. AID 588492, 2011. protection from H2O2 cell death, % at 20 µM. 360,000 compounds, 0.63% hits;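 active means compounds giving at least 50% protection of heart cells from peroxide-induced death in the single-dose screen, raw or plate-pattern-corrected value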;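 further: 0% = DMSO wells with peroxide and 100% = DMSO wells without peroxide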
CaV13 FRET inh = Primary screen for inhibitors of IQ motif and Ca2+-dependent inactivation inhibitor domain binding in CACNA1D, Förster resonance energy transfer in living cells, …; inhibition, % at 12.3 µM; 340,000 compounds, 0.098% hits; HEK cells, CFP/YFP FRET ICDI-IQ, plate reader, 10 min; percent FRET-ratio fall versus neutral wells;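 active means mean replicate inhibition of at least 30% and at least 1% of replicates passing that level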;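 further: 0% = median of the neutral control wells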
Vif inh = HIV Vif self-association inhibitors, primary screen, imaging, HEK293T, single point; HEK293T cells, Vif self-association by quenched fluorescence, 24 h; inhibition, % at 7.49 µM; 340,000 compounds, 0.35% hits; AID 602346, 2012; in the data active means inhibition above about 50%, passing the limit was not always enough; further: some results filed as inactive read as strong as hits
N-glyco inh = increase of ERlucT glycosylation luciferase signal, primary screen, N-linked glycosylation inhibitor project, D54 ERlucT cells, luminescence, set 2; D54 ERlucT glycosylation luciferase reporter, 24 h; percent of 100 nM tunicamycin response; reporter increase, % at 12.5 µM; 360,000 compounds, 0.23% hits; AID 588692, 2011;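 active means mean luciferase reporter signal, scaled so untreated is 0 and the glycosylation-blocking control 100, at or above a set limit in every replicate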;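 further: luciferase carries N-glycosylation sites so blocking glycosylation raises the light; 0% = median of neutral control wells and 100% = median of 100 nM tunicamycin wells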
Starred values were filed as active, the others as inactive.

Results for CCOc1ccc(CN2CCNC(=O)C2CC(=O)NCCc2ccccn2)cc1 (centres undefined) ?
hiPSC survival: 2.5; ABCB6 inh 2: 96; Exocytosis inh: 0; aDG glyco up: 0.6; HTR2A ag: 1; PDI inh: -13; Cardio protect: -2; CaV13 FRET inh: -6; Vif inh: 0; N-glyco inh: 2

Results for O=C(NC(=S)NC1CCN(Cc2ccccc2)CC1)c1ccc(F)cc1 ?
hiPSC survival: 0.6; ABCB6 inh 2: 95; Exocytosis inh: 9; aDG glyco up: 0.2; HTR2A ag: -5; PDI inh: -9; Cardio protect: -6; CaV13 FRET inh: -3; Vif inh: -10; N-glyco inh: 2

What do the screens show for `COc1cc(C=O)ccc1OCCOCCOc1ccccc1Cl`?
hiPSC survival: -3.0; ABCB6 inh 2: 97; Exocytosis inh: 0; aDG glyco up: 0.2; HTR2A ag: -6; PDI inh: -4; Cardio protect: 1; CaV13 FRET inh: -1; Vif inh: -6; N-glyco inh: 2

How did CCOC(=O)/C=C1\SCC(=O)N1CC(=O)NC(c1ccccc1)c1ccccc1 do in these assays?
hiPSC survival: -1.1; ABCB6 inh 2: 99; Exocytosis inh: 0; aDG glyco up: 0.0; HTR2A ag: -2; PDI inh: 3; Cardio protect: 0; CaV13 FRET inh: -5; Vif inh: -6; N-glyco inh: -3

Results for O=S(=O)(CCc1ccncc1)C1Cc2cccc3cccc1c23 (centres undefined) ?
hiPSC survival: 0.7; ABCB6 inh 2: 99; Exocytosis inh: -5; aDG glyco up: 0.1; HTR2A ag: 3; PDI inh: -3; Cardio protect: 2; CaV13 FRET inh: -4; Vif inh: 1; N-glyco inh: 1

Results for O=C(O)COc1ccc(-c2nnn(CC(=O)O)n2)cc1 ?
hiPSC survival: 2.4; ABCB6 inh 2: 101; Exocytosis inh: 1; aDG glyco up: 0.0; HTR2A ag: 0; PDI inh: 1; Cardio protect: 7; CaV13 FRET inh: -2; Vif inh: 0; N-glyco inh: 0

How did O=C(C1CCN(Cc2cccs2)CC1)N1CCN(Cc2ccc3c(c2)OCO3)CC1 do in these assays?
hiPSC survival: 2.1; ABCB6 inh 2: 99; Exocytosis inh: -2; aDG glyco up: 0.3; HTR2A ag: -2; PDI inh: -3; Cardio protect: 5; CaV13 FRET inh: 0; Vif inh: 0; N-glyco inh: -2

How did CSc1ccc(CN2CCC(n3nccc3NC(=O)c3ccccc3C)CC2)cc1 do in these assays?
hiPSC survival: -0.2; ABCB6 inh 2: 94; Exocytosis inh: 0; aDG glyco up: -0.2; HTR2A ag: -3; PDI inh: 1; Cardio protect: 4; CaV13 FRET inh: -2; Vif inh: 5; N-glyco inh: 2

Results for CN(Cc1ccccc1)C(=O)COc1ccc2ccccc2c1 ?
hiPSC survival: -0.3; ABCB6 inh 2: 96; Exocytosis inh: -4; aDG glyco up: -0.1; HTR2A ag: -9; PDI inh: -1; Cardio protect: 3; CaV13 FRET inh: 0; Vif inh: -3; N-glyco inh: 0

What do the screens show for `CC(C)Oc1ccc(Cn2c(=O)sc3ccccc32)cc1`?
hiPSC survival: 0.2; ABCB6 inh 2: 98; Exocytosis inh: -1; aDG glyco up: -0.3; HTR2A ag: -5; PDI inh: 0; Cardio protect: -25; CaV13 FRET inh: -6; Vif inh: 2; N-glyco inh: 0

How did Cc1ccc(C)c(NC(=O)c2ccc(OCc3c(C)noc3C)cc2)c1 do in these assays?
hiPSC survival: -0.1; ABCB6 inh 2: 99; Exocytosis inh: -1; aDG glyco up: 0.3; HTR2A ag: -2; PDI inh: -7; Cardio protect: 3; CaV13 FRET inh: -5; Vif inh: -4; N-glyco inh: 2

What do the screens show for `COc1ccc(NC(=O)CSCc2cc(=O)n3c(C)csc3n2)cc1`?
hiPSC survival: 0.0; ABCB6 inh 2: 91; Exocytosis inh: -4; aDG glyco up: -0.4; HTR2A ag: 8; PDI inh: 8; Cardio protect: 0; CaV13 FRET inh: -2; Vif inh: -2; N-glyco inh: 0

Results for Cc1ccc(C(=O)N2CCN(c3ccccn3)CC2)cc1 ?
hiPSC survival: -0.3; ABCB6 inh 2: 98; Exocytosis inh: -2; aDG glyco up: 0.6; HTR2A ag: 4; PDI inh: -5; Cardio protect: -3; CaV13 FRET inh: -5; Vif inh: 3; N-glyco inh: 0

How did COc1ccccc1N(C)S(=O)(=O)c1ccc(C(=O)OCC(=O)N2CCC2)cc1 do in these assays?
hiPSC survival: 7.3; ABCB6 inh 2: 108; Exocytosis inh: 0; aDG glyco up: -0.5; HTR2A ag: -1; PDI inh: 7; Cardio protect: -1; CaV13 FRET inh: -6; Vif inh: -2; N-glyco inh: 21

How did CC(C)c1ccc(-c2csc3nc[nH]c(=O)c23)cc1 do in these assays?
hiPSC survival: 0.4; ABCB6 inh 2: 96; Exocytosis inh: -3; aDG glyco up: 0.3; HTR2A ag: 2; PDI inh: 10; Cardio protect: -10; CaV13 FRET inh: 0; Vif inh: -2; N-glyco inh: -1

How did O=C(C[n+]1cccc(O)c1)NCc1ccc(Cl)cc1 do in these assays?
hiPSC survival: -0.2; ABCB6 inh 2: 97; Exocytosis inh: 21; aDG glyco up: 0.0; HTR2A ag: -2; PDI inh: 17; Cardio protect: -2; CaV13 FRET inh: -6; Vif inh: 0; N-glyco inh: 3

How did CCN(CC)C(=O)c1cccc(-c2csc(C(C)(O)c3cccc(F)c3)n2)c1 (centres undefined) do in these assays?
hiPSC survival: 1.5; ABCB6 inh 2: 94; Exocytosis inh: 1; aDG glyco up: 0.4; HTR2A ag: 1; PDI inh: -12; Cardio protect: -9; CaV13 FRET inh: -6; N-glyco inh: -5

How did COc1cccc(/C=C2\Oc3cc(OCC(=O)N4CCCC4)ccc3C2=O)c1OC do in these assays?
hiPSC survival: -0.4; ABCB6 inh 2: 99; Exocytosis inh: -1; aDG glyco up: 0.4; HTR2A ag: -4; PDI inh: 2; Cardio protect: 11; CaV13 FRET inh: -3; Vif inh: 17; N-glyco inh: -1

How did Cn1nc(C(=O)Nc2nnc(C3CC3)s2)c2ccccc2c1=O do in these assays?
hiPSC survival: -1.3; ABCB6 inh 2: 91; Exocytosis inh: 1; aDG glyco up: 0.2; HTR2A ag: 2; PDI inh: -4; Cardio protect: 15; CaV13 FRET inh: 6; Vif inh: 0; N-glyco inh: 3

How did CC(C)(C)OC(=O)NCCCCCc1cn(CC(=O)NCCCCCCCCCCC(=O)N2CCN(C(=O)OC(C)(C)C)CC2)nn1 do in these assays?
hiPSC survival: -1.6; ABCB6 inh 2: 91; Exocytosis inh: 0; aDG glyco up: 0.4; HTR2A ag: 6; PDI inh: -7; Cardio protect: -7; CaV13 FRET inh: -8; N-glyco inh: -1

What do the screens show for `O=C(C1CC(=O)N(c2ccccc2)C1)N1CCN(c2ccccc2)CC1` (centres undefined)?
hiPSC survival: 0.0; ABCB6 inh 2: 100; Exocytosis inh: -2; aDG glyco up: -0.2; HTR2A ag: 3; PDI inh: 5; Cardio protect: -1; Vif inh: 1; N-glyco inh: 2

What do the screens show for `Cc1ccc(N(CC(=O)Nc2ccc(F)c(Cl)c2)S(=O)(=O)c2c(C)noc2C)cc1`?
hiPSC survival: 0.9; ABCB6 inh 2: 89; Exocytosis inh: 1; aDG glyco up: 0.0; HTR2A ag: -5; PDI inh: -4; Cardio protect: -30; CaV13 FRET inh: -2; Vif inh: -12; N-glyco inh: -3

How did CCn1c2ccccc2c2cc(NC(=O)CN(C)CC(=O)Nc3ccc(N4CCOCC4)cc3)ccc21 do in these assays?
hiPSC survival: 0.1; ABCB6 inh 2: 97; Exocytosis inh: 4; aDG glyco up: 1.1; HTR2A ag: -5; PDI inh: 7; Cardio protect: 0; CaV13 FRET inh: -3; Vif inh: 5; N-glyco inh: -7

How did COc1ccc2c(c1)[nH]c1c(=O)n(CCN(C)C)cnc12 do in these assays?
hiPSC survival: 4.3; ABCB6 inh 2: 93; Exocytosis inh: -3; aDG glyco up: -0.1; HTR2A ag: 4; PDI inh: 0; Cardio protect: -4; CaV13 FRET inh: -5; Vif inh: 2; N-glyco inh: 1

What do the screens show for `O=C(CCNS(=O)(=O)c1ccccc1C(F)(F)F)NCc1ccc2c(c1)OCO2`?
hiPSC survival: -0.1; ABCB6 inh 2: 103; Exocytosis inh: 22; aDG glyco up: 0.3; HTR2A ag: 3; PDI inh: 6; Cardio protect: -3; CaV13 FRET inh: -4; Vif inh: -13; N-glyco inh: 0

How did Cc1ccc(NC(=O)c2n[nH]c(=O)c3ccccc23)cc1S(=O)(=O)N1CCOCC1 do in these assays?
hiPSC survival: 0.2; ABCB6 inh 2: 93; Exocytosis inh: -3; aDG glyco up: 0.1; HTR2A ag: 4; PDI inh: 1; Cardio protect: 39; CaV13 FRET inh: -5; Vif inh: -2; N-glyco inh: 0

Results for CCOc1cccc2cc(C(=O)NCc3ccccc3Cl)c(=O)oc12 ?
hiPSC survival: 0.0; ABCB6 inh 2: 102; Exocytosis inh: -2; aDG glyco up: 0.1; HTR2A ag: 10; PDI inh: 1; Cardio protect: 5; CaV13 FRET inh: -3; Vif inh: -3; N-glyco inh: 4

What do the screens show for `N#CCCCC#Cc1ccc2c(c1)COc1c3ccccc3nn1-2`?
hiPSC survival: -2.9; ABCB6 inh 2: 97; Exocytosis inh: -6; aDG glyco up: 0.6; HTR2A ag: -4; PDI inh: -4; Cardio protect: -15; CaV13 FRET inh: -9; Vif inh: -6; N-glyco inh: -22

Results for CC(C)(C)n1ncc2c(=O)n(CC(=O)NCc3ccc(F)cc3)cnc21 ?
hiPSC survival: -1.2; ABCB6 inh 2: 99; Exocytosis inh: 1; aDG glyco up: -0.2; HTR2A ag: 3; PDI inh: 7; Cardio protect: -5; CaV13 FRET inh: -5; Vif inh: 8; N-glyco inh: 1

How did Cc1c(OC(C)C(=O)NCCCn2ccnc2)ccc2c3c(c(=O)oc12)CCC3 (centres undefined) do in these assays?
hiPSC survival: 0.7; ABCB6 inh 2: 96; Exocytosis inh: -8; aDG glyco up: 0.0; HTR2A ag: -1; PDI inh: -5; Cardio protect: -1; CaV13 FRET inh: -6; Vif inh: 3; N-glyco inh: -2

Results for COc1ccc(Cl)cc1S(=O)(=O)N1CCC(C(=O)N2CCOCC2)CC1 ?
hiPSC survival: 0.2; ABCB6 inh 2: 100; Exocytosis inh: 2; aDG glyco up: 0.1; HTR2A ag: 0; PDI inh: 4; Cardio protect: 4; Vif inh: 7; N-glyco inh: 1

Taken from above, 2 compounds:
How did Cc1c(OC(C)C(=O)NCCCn2ccnc2)ccc2c3c(c(=O)oc12)CCC3 (centres undefined) do in these assays?
hiPSC survival: 0.7; ABCB6 inh 2: 96; Exocytosis inh: -8; aDG glyco up: 0.0; HTR2A ag: -1; PDI inh: -5; Cardio protect: -1; CaV13 FRET inh: -6; Vif inh: 3; N-glyco inh: -2

Results for COc1ccc(Cl)cc1S(=O)(=O)N1CCC(C(=O)N2CCOCC2)CC1 ?
hiPSC survival: 0.2; ABCB6 inh 2: 100; Exocytosis inh: 2; aDG glyco up: 0.1; HTR2A ag: 0; PDI inh: 4; Cardio protect: 4; Vif inh: 7; N-glyco inh: 1

Screening data: PubChem, several laboratories
